# E-selectin induc: E-selectin induction on HUVECs | P16581 | HUVEC E-selectin immunofluorescence imaging; normalized: neutral wells 0, TNF-alpha wells 100 | activation, % at 7.58 µM | actives 0.37% (n = 260,000) | AID 686992;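 active = mean E-selectin-positive cell signal at least 10% of the positive control, reached in at least 60% of replicates, without over 20% cell loss; inconclusive = no rule given, readout overlaps actives, possibly toxicity-flagged; inactive = the rest, including those meeting only one limit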;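 note: in these data hits start at about 27%; measured in HUVEC primary endothelial cells; signal is the percent of cells scored E-selectin positive by PE staining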
#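 Test system – human umbilical vein endothelial cells (HUVEC), E-selectin induction · Input – 3,000 HUVEC seeded per well · Buffer or medium – EGM-2, gelatin · Compound dosing – single-point compound dose · Detection – immunofluorescence imaging · Measure – percent E-selectin-positive cells · Controls – TNF-alpha high, DMSO low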
# SIRT5 block: blocks human SIRT5 desuccinylation of peptide. inhibition, % at 15 µM. Purified SirT5, succinyl-peptide AMC, trypsin-coupled fluorescence. Q9NXA8. actives 1.1% (n = 330,000). AID 652115; in the data active = inhibition above about 15%; inconclusive = no clear call, values can overlap the other calls
# Target sequence (Q9NXA8 whole entry, looked up): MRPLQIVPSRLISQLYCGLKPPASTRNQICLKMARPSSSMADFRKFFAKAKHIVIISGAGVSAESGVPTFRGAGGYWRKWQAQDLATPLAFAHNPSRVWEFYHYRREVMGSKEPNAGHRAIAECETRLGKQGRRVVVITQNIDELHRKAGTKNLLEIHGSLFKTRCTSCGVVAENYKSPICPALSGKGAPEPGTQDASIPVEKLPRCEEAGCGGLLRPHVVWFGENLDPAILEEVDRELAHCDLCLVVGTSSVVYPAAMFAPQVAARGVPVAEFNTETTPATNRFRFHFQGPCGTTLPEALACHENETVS
# ERp5 block: inhibitors of human ERp5; inhibition, % at 9.99 µM; ERp5 insulin aggregation, absorbance 650 nm, 90 min; AID 651711; actives 0.05% (n = 350,000); Q15084;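 active = mean replicate inhibition above about 25%, with every replicate also reaching it, limit read from the data, passing the limit was not always enough; inconclusive = only one of those two criteria met; inactive = neither criterion met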
# Target sequence (Q15084 whole entry, looked up): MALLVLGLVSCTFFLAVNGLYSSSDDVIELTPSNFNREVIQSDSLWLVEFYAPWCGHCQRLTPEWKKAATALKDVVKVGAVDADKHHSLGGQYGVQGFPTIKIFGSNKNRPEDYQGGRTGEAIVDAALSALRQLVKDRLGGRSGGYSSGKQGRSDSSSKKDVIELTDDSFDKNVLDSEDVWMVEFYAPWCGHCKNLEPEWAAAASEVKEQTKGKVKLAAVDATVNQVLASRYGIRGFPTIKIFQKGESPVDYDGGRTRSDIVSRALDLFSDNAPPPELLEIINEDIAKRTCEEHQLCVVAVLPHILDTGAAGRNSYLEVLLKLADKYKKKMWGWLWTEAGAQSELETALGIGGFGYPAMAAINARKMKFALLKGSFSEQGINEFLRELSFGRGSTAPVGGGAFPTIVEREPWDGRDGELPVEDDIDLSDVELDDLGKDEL
# DENV2 CPE: DENV2-induced cell death inhibition. CPE inhibition, % at 9.99 µM. AID 651640. actives 1.7% (n = 350,000). DENV2-infected cells, cytopathic effect rescue, plate reader; in the data active = CPE inhibition above about 20%, passing the limit was not always enough; inconclusive = no clear call, values can overlap the other calls; tested in BHK-21 cells;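 note: 0% = median of neutral control wells and 100% = median of positive control wells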
# S100A4 inh HTS: inhibitors of human S100A4 binding to myosin IIA peptide. inhibition, % at 10.7 µM. S100A4/TAMRA-MyoIIA peptide fluorescence polarization. AID 652163. actives 0.14% (n = 360,000). P26447;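 active = mean inhibition of at least 70% across replicates, with every replicate also reaching that level; inconclusive = mean inhibition reaches 70% but some replicates fall short; inactive = mean inhibition below 70%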
# Target sequence (P26447 whole entry, looked up): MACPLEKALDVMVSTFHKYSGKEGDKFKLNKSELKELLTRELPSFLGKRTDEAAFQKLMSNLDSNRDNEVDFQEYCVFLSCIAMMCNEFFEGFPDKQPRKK
#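 Material: S100A4 monomer protein | Medium: HEPES pH 7.2 with CaCl2, KCl, NaCl, DTT, Triton | Reagent: Labelled myosin peptide probe, 5 nM | Doses: One dose per compound | Times: 5 min incubation before reading | Benchmarks: Neutral control DMSO, positive control TFP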
# Statin myotox sup: suppression of simvastatin myotoxicity | C2C12 myotubes + simvastatin, ATP luminescence, 48 h; scaled: DMSO 0, geranylgeraniol control 100 | rescue of ATP level, % at 7.49 µM | actives 0.78% (n = 330,000);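 active = mean ATP rescue above about 67%, or every replicate alone reaching that limit, limit read from the data, passing the limit was not always enough; inconclusive = no clear call, values can overlap the other calls; inactive = mean under the limit and some replicate under it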;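 note: myotubes were challenged with 10 µM simvastatin during compound exposure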
# PglD DTNB: blocks C. jejuni PglD acetyltransferase activity. purified PglD enzyme, DTNB colorimetric CoA detection. inhibition, % at 12.5 µM. actives 0.098% (n = 360,000). AID 602405; in the data active = inhibition above about 16%, passing the limit was not always enough; inconclusive = no clear call, values can overlap the other calls; note: strong numbers were not always called active
# An asterisk follows results filed as active; ? = inconclusive; nt = no result given.
# The opening six entries, to show the layout:
SMILES,E-selectin induc,SIRT5 block,ERp5 block,DENV2 CPE,S100A4 inh HTS,Statin myotox sup,PglD DTNB
Cc1cc2nc3n(c2cc1C)CC1CC(C(=O)NCc2cccc(C(F)(F)F)c2)N(C)C31 (stereo not drawn),0.5,nt,7,-10,-4,1,-1
COc1cccc(-c2cnc3c(NC(C)=O)cc(-c4ccc(OC)c(OC)c4)cn23)c1,0.0,nt,0,12,1,-11,2
CC1=[N+](C)N(c2ccccc2)C(=O)C1N=C/C=C/c1ccccc1 (stereo not drawn),-0.4,-3,4,-2,-3,nt,0
Cc1noc(C)c1NC(=O)Nc1ccc2c(c1)C(=O)N([C@H](C)CO)C[C@H](C)[C@H](CN(C)S(=O)(=O)c1cn(C)cn1)O2,-5.5,2,-5,-1,-5,-23,2
COc1ccc(C(=O)c2[nH]c(N)c(C(=O)NCCc3c[nH]c4ccccc34)c2-c2ccc(C(F)(F)F)cc2)cc1,0.5,nt,1,-20,3,nt,nt
COc1ccc(S(=O)(=O)NC(C)C(=O)Nc2ccc3c(c2)OCO3)cc1OC (stereo not drawn),nt,-2,-1,-1,-1,21,1

# Results, from the start:
SMILES,E-selectin induc,SIRT5 block,ERp5 block,DENV2 CPE,S100A4 inh HTS,Statin myotox sup,PglD DTNB
Cc1cc2nc3n(c2cc1C)CC1CC(C(=O)NCc2cccc(C(F)(F)F)c2)N(C)C31 (stereo not drawn),0.5,nt,7,-10,-4,1,-1
COc1cccc(-c2cnc3c(NC(C)=O)cc(-c4ccc(OC)c(OC)c4)cn23)c1,0.0,nt,0,12,1,-11,2
CC1=[N+](C)N(c2ccccc2)C(=O)C1N=C/C=C/c1ccccc1 (stereo not drawn),-0.4,-3,4,-2,-3,nt,0
Cc1noc(C)c1NC(=O)Nc1ccc2c(c1)C(=O)N([C@H](C)CO)C[C@H](C)[C@H](CN(C)S(=O)(=O)c1cn(C)cn1)O2,-5.5,2,-5,-1,-5,-23,2
COc1ccc(C(=O)c2[nH]c(N)c(C(=O)NCCc3c[nH]c4ccccc34)c2-c2ccc(C(F)(F)F)cc2)cc1,0.5,nt,1,-20,3,nt,nt
COc1ccc(S(=O)(=O)NC(C)C(=O)Nc2ccc3c(c2)OCO3)cc1OC (stereo not drawn),nt,-2,-1,-1,-1,21,1
CCOC(=O)[C@]12CCC=C1N(Cc1ccc(Cl)cc1Cl)C(=O)[C@H](CC(=O)NCc1ccc(C)o1)C2,0.2,nt,0,-5,0,nt,nt
CC(NC(=O)c1ccccc1Cl)C(=O)N1CCN(Cc2ccc3c(c2)OCO3)CC1 (stereo not drawn),nt,-6,3,4,0,1,-2
O=C(NCc1ccc(Cl)cc1)c1cc2ccccn2n1,0.2,-3,0,-5,6,3,3
C[C@H](O)[C@@H]1C(=O)N2CCc3c([nH]c4c(-c5ccc6c(c5)OCO6)cccc34)[C@@H]2C[C@@H]1N(C)C(=O)c1ccco1,-0.1,6,4,4,-6,nt,nt
C[C@H](CO)N1C[C@H](C)[C@H](CN(C)Cc2ccc(C(=O)O)cc2)Oc2c(NC(=O)c3nc4ccccc4s3)cccc2C1=O,-0.1,-6,-14,2,9,nt,-1
CC1(C)CC(NC(=O)c2cc(COc3cccc(C(F)(F)F)c3)on2)CCO1 (stereo not drawn),nt,-2,-3,-7,-2,-4,0
CC(=O)NC(c1cccc(F)c1)c1nc(-c2cc3ccccc3o2)cs1 (stereo not drawn),12,0,-6,6,3,6,4
C[C@H]1CN([C@@H](C)CO)C(=O)CCCn2cc(nn2)CO[C@@H]1CN(C)Cc1ccc(O)cc1,0.1,-3,-1,-1,-3,5,-2
C/C=C/c1ccc([C@H]2[C@@H](CO)N(C(C)=O)[C@@H]2CNC(=O)CC2CC2)cc1,0.0,3,-4,6,-4,11,-2
CCc1csc(N2[C@@H](C#N)[C@H](c3ccc(C#Cc4ccc(F)cc4)cc3)[C@@H]2CO)n1,-0.8,4,3,-6,-4,1,4
O=C(C[C@@H]1CC[C@@H]2[C@H](COC[C@@H](O)CN2Cc2ccc3c(c2)OCO3)O1)N1CCCCC1,-0.1,nt,nt,-2,nt,-8,1
COc1ccc(CCNC(C(=O)Nc2cc(C)cc(C)c2)c2ccccc2)cc1 (stereo not drawn),0.6,5,9,?,0,-5,2
Cc1noc(C)c1NC(=O)N(C)C[C@@H]1OCCCC[C@@H](C)Oc2ccc(NS(=O)(=O)c3ccc(F)cc3)cc2C(=O)N([C@@H](C)CO)C[C@H]1C,-0.1,9,-2,17,3,20,3
O=C(OCc1ccc(Br)cc1F)c1cc2ccccc2oc1=O,0.4,2,2,6,-1,4,0
COc1cc(C=C2NC(=O)NC2=O)ccc1O,0.0,nt,-2,-2,9,-1,nt
COc1cc2c(cc1OC)CN(CC(=O)Nc1ccc(C)c(C)c1)CC2,0.0,-19,1,-2,-9,22,4
Cc1ccc(C)c(S(=O)(=O)N2CCCC2CNC(=O)C(=O)NCc2cccs2)c1 (stereo not drawn),nt,-3,3,0,17,nt,nt
Cc1ccccc1C(=O)N1CCC[C@@H]1C(=O)N1CCC[C@H]1C(=O)NCc1ccncc1,0.3,-8,-4,-11,-5,nt,nt
O=S(=O)(c1ccc(Oc2ccc(Cl)cc2)nc1)N1CCOCC1,-0.5,-10,-3,7,-4,-9,nt
CC(=O)CCC(=O)c1ccc2ccccc2c1,-1.5,0,0,-10,4,nt,1
C[C@@H](C(=O)Nc1ccc2ccccc2c1)[C@@H]1C[C@@]1(C)[C@@H](NC(=O)c1cnccn1)c1ccccc1,-0.1,nt,5,?,1,-13,0
COc1ccc(CO[C@@H]2O[C@H](CO)[C@@H](O)[C@H](O)[C@H]2NC(C)=O)cc1OC,0.1,-9,0,2,-4,6,6
Cc1ccc(NC(=O)COC(=O)COc2cccc3c2OC(C)(C)C3)c(C)c1,0.2,-2,-8,2,-9,-2,nt
COC(=O)C1=C(C)N(Cc2cccc(C(F)(F)F)c2)C(=NCc2cc(OC)c(OC)c(OC)c2)NC1c1cccc(F)c1 (stereo not drawn),-0.3,nt,-1,0,0,nt,nt
O=C(c1ccc2c(c1)OCO2)N1CC(=O)N2[C@H](CO)[C@@H](c3ccc(C#Cc4ccccc4)cc3)[C@H]2C1,-0.2,-1,-2,14,1,nt,nt
COc1ccc2c(c1OC)C(=O)N(c1nc(SC)n[nH]1)C2=O,-0.3,-3,2,2,-4,-3,-2
C/C(=N\NC(=O)c1ccco1)c1ccc(NC(=O)C(F)(F)F)cc1,0.7,-1,5,-1,-1,6,1
NC(c1ccncc1)c1ccc(Cl)cc1 (stereo not drawn),0.2,nt,2,-6,13,-14,1
Cc1nc(Nc2ccc(Cl)cc2)c(C#N)c(=O)[nH]1,nt,-3,-6,5,0,-3,8
CC(=O)c1c(C)[nH]c(C(=O)COC(=O)c2cc(C)oc2C)c1C,nt,-1,2,-2,-22,-2,-3
Nc1c(C(=O)OCC(=O)NCc2ccccc2)[nH]c(=O)[nH]c1=O,0.4,-3,1,6,-3,1,-2
CS(=O)(=O)n1nc(OC(=O)c2cc(Br)ccc2Cl)cc1N,0.1,-2,2,1,-3,nt,-1
CCOC(=O)C1=C(c2ccccc2)c2ccccc2OC1C(=O)OCC (stereo not drawn),nt,-2,0,-4,0,-5,-6
Cc1cc(Cl)ccc1OC(C)C(=O)OCC(=O)c1ccc[nH]1 (stereo not drawn),nt,-3,4,-5,2,3,3
CN1CCN(C(=O)C[C@@H]2CC[C@H]3[C@@H](COC[C@H](O)CN3Cc3ccc(Oc4ccccc4)cc3)O2)CC1,0.1,-4,-9,-13,-2,12,-1
O=C(COC(=O)c1ccccc1)Nc1ccc(Cl)cn1,nt,-2,5,?,-2,nt,nt
COc1ccccc1NC(=O)c1cc2c(CO)cnc(C)c2oc1=Nc1ccccc1,0.0,1,2,18,-1,-5,-1
O=C(C[C@@H]1C[C@H]2c3cc(NC(=O)C4CCOCC4)ccc3O[C@H]2[C@@H](CO)O1)NCC1CC1,0.5,-2,3,6,21,-5,-1
CCCC(=O)Nc1nc2n(n1)C(c1ccccc1)CC(=O)N2 (stereo not drawn),-0.2,nt,nt,nt,nt,-1,-1
N#C[C@@H]1[C@@H](c2ccccc2-c2ccccc2F)[C@@H](CO)N1C(=O)Cc1ccccc1,0.0,0,-2,0,13,nt,nt
COc1ccc2nc(SCc3cnc(C)nc3N)[nH]c2c1,nt,-4,-2,-7,-32,18,-4
COc1ccccc1/C=C/C(=O)c1ccccc1,0.2,-5,-1,-5,7,nt,nt
C[C@H](CO)N1C[C@H](C)[C@@H](CN(C)S(=O)(=O)c2ccccc2)OCCCC[C@H](C)Oc2ccc(NC(=O)Cc3ccccc3)cc2C1=O,nt,1,-1,-4,-9,nt,0
CN=c1scc(-c2cccs2)n1/N=C/c1ccccc1O,nt,2,-2,-2,3,nt,nt

# The list goes on.
SMILES,E-selectin induc,SIRT5 block,ERp5 block,DENV2 CPE,S100A4 inh HTS,Statin myotox sup,PglD DTNB
O=C(CCC1CCCN(C(=O)Cc2cccc(F)c2)C1)N1CCN(c2ccccn2)CC1 (stereo not drawn),nt,-1,7,-4,-4,13,-3
C/C=C/c1cnc2c(c1)C(=O)N([C@H](C)CO)C[C@@H](C)[C@@H](CN(C)C(=O)Nc1ccc(OC)cc1)O2,0.8,2,7,9,15,12,-5
CNc1nc(Nc2ccc([N+](=O)[O-])cc2)nc(OCC(F)(F)F)n1,nt,-1,2,1,-4,-13,9
O=C(COc1ccc(Br)cc1Br)NNC(=O)c1cccs1,0.0,-2,1,-4,-3,-1,5
C[C@@H]1CN([C@@H](C)CO)C(=O)c2cc(NC(=O)c3ccncc3)ccc2O[C@@H]1CN(C)S(=O)(=O)c1ccc(F)cc1,0.0,-2,-2,0,-1,15,0
CCS(=O)(=O)N1CCC2(CC1)CN(S(=O)(=O)c1cn(C)cn1)[C@@H](CO)c1[nH]c3cc(OC)ccc3c12,0.5,-3,4,9,0,nt,nt
O=C(CCNC(=O)c1ccccc1Cl)Nc1ccc2c(c1)OCCO2,0.4,nt,0,?,0,5,8
Cc1nc2cc3ccccc3cc2c(=O)[nH]1,nt,-4,1,4,-9,-9,2
CC1(C(=O)NCc2cccc3ccccc23)CCN1Cc1ccc(-c2ccccc2)o1 (stereo not drawn),-0.2,12,-6,8,-19,-9,-5
COc1ccc(C(c2nnnn2C(C)C)N2CCN(C(=O)c3ccco3)CC2)cc1 (stereo not drawn),nt,0,5,-1,2,7,-3
CCOC(=O)c1ccc(N(CC(=O)NC2CCCCC2)C(=O)CNC(=O)c2ccco2)cc1,nt,-5,6,8,-3,-6,-4
Cc1cc(NC(=O)C(C)SCC(=O)N(C)Cc2ccccc2F)no1 (stereo not drawn),1.0,-2,-2,12,10,-1,-2
CCN(CC)S(=O)(=O)c1ccc(C(=O)Oc2cc(C)[nH]c(=O)c2[N+](=O)[O-])cc1,?,3,-8,8,0,nt,nt
C[C@@H]1CN([C@@H](C)CO)C(=O)c2cc(NC(=O)Nc3ccccc3)ccc2O[C@@H]1CN(C)C(=O)Nc1ccc(F)cc1,6.8,-6,8,9,8,-8,4
C[C@H](CO)N1C[C@H](C)[C@@H](CN(C)S(=O)(=O)c2ccc(Cl)cc2)Oc2ccc(NC(=O)Nc3ccccc3)cc2C1=O,0.0,-2,6,-11,9,-15,0
C/C=C/c1ccc([C@H]2[C@@H](CO)N[C@@H]2CN(Cc2cccnc2)C(=O)C2CC2)cc1,-0.3,-4,6,3,-17,nt,nt
COc1ccccc1CNS(=O)(=O)c1ccc(F)cc1Br,-0.1,-1,-2,3,0,nt,nt
C[C@@H]1CN([C@@H](C)CO)C(=O)c2cc(NC(=O)NC3CCCCC3)ccc2O[C@@H]1CN(C)C(=O)Nc1ccc(F)cc1,-1.7,7,-4,-5,-1,-26,1
Cc1ccccc1Nc1nnc(SCc2cc([N+](=O)[O-])cc3c2OCOC3)s1,nt,0,0,-1,-1,nt,nt

# Compound activity deposited in PubChem BioAssay by Broad Institute.

# This is a subset (hit frequency here may not be typical).
